Assay outcomes (PubChem)
LGR2 antag – inhibitors of bursicon-induced Drosophila LGR2 receptor cAMP signaling; inhibition, % at 9.99 µM; actives 0.35% (n = 380,000); HEK293 LGR2, CRE-luciferase, bursicon-stimulated, 4 h;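 active = drop in luminescence signal, shown as inhibition above about 50% in the replicate tests, limit read from the data, passing the limit was not always enough; inconclusive = probably only some replicates passing the limit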;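 note: agonist challenge used bursicon conditioned medium at about half maximal strength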
SIRT5 block – blocks human SIRT5 desuccinylation of peptide; inhibition, % at 15 µM; Q9NXA8; Purified SirT5, succinyl-peptide AMC, trypsin-coupled fluorescence; actives 1.1% (n = 330,000); in the data active = inhibition above about 15%; inconclusive = no clear call, values can overlap the other calls
Target sequence (Q9NXA8 whole entry, looked up): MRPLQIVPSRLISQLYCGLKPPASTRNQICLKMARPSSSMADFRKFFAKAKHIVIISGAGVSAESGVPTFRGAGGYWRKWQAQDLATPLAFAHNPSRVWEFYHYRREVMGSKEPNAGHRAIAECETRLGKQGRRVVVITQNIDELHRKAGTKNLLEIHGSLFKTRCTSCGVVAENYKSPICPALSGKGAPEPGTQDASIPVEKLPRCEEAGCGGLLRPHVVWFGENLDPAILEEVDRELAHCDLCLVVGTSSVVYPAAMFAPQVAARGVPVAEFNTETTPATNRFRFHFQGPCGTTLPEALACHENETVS
ARNT TACC3 PPI – disrupts binding between human ARNT and TACC3; Q9Y6A5; inhibition, % at 9.99 µM; AID 623870; actives 0.66% (n = 390,000); AlphaScreen His-ARNT PAS-B/GST-TACC3 binding, luminescence; TACC3 fragment carries E629A point mutation;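 active = mean inhibition of replicates at least 50% and at least half of replicates each reaching 50%; inconclusive = half or more replicates reach 50% but mean below 50%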;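 note: 0% = complete ARNT plus TACC3 wells and 100% = ARNT alone without TACC3; many hits fall short of the cut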
PAX8 inh HTS – inhibitors of PAX8 transcriptional activity in RMG-I cells; inhibition, % at 12.6 µM; RMG-I TPO-luciferase reporter, SteadyGlo, 24 h; actives 1.2% (n = 360,000);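 active = mean replicate inhibition at least 60% with every replicate also reaching 60%; inconclusive = only one of the two criteria is met; inactive = mean below 60% and not all replicates reaching 60%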;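 note: luciferase light reporting Pax8 driven TPO promoter activity; plate controls were median of neutral control wells for no effect and mitoxantrone controls for full effect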
DENV2 CPE rescue – DENV2-induced cell death inhibition | DENV2-infected cells, cytopathic effect rescue, plate reader | CPE inhibition, % at 9.99 µM | actives 1.7% (n = 350,000) | AID 651640; in the data active = CPE inhibition above about 20%, passing the limit was not always enough; inconclusive = no clear call, values can overlap the other calls; tested in BHK-21 cells;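 note: 0% = median of neutral control wells and 100% = median of positive control wells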
EWS-Fli block – inhibitors of EWS/Fli oncoprotein transcriptional activity | actives 0.67% (n = 350,000) | A673 NR0B1-luciferase reporter, viability-normalised | inhibition, % at 12.6 µM | AID 651661;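 active = mean inhibition of at least 50% after viability correction, with every replicate also passing that limit; inconclusive = mean reaches 50% but only one of two replicates passes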;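 note: firefly luciferase signal divided by Alamar Blue viability fluorescence both relative to DMSO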
Casp6 inh – inhibitors of human caspase-6 | AID 686996 | actives 0.53% (n = 350,000) | inhibition, % at 12.5 µM | purified caspase-6, Z-VEID-R110 cleavage fluorescence | P55212;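 active = mean inhibition across replicates at least about 35%, with every replicate also reaching that limit, limit read from the data; inconclusive = only one of the two criteria met; inactive = neither criterion met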;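 note: 0% = median of neutral control wells and 100% = no fluorescence left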
Target sequence (P55212 24-179 limits assumed): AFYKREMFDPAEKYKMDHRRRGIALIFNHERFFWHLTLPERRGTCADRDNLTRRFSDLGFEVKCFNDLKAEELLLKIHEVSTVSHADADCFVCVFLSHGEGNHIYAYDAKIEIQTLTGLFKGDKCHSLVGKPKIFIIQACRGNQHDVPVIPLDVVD
Target sequence (P55212 194-293 limits assumed): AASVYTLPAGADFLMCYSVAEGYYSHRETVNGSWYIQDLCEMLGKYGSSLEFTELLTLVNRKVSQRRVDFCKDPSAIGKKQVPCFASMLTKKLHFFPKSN
Starred values were filed as active, the others as inactive; u = inconclusive; x = not tested or not shown; & = joins results of further samples.

SMILES	LGR2 antag	SIRT5 block	ARNT TACC3 PPI	PAX8 inh HTS	DENV2 CPE rescue	EWS-Fli block	Casp6 inh
C#CCOCCOCCOCCNc1nc(N2CCN(C(=O)[C@H]([C@@H](C)CC)n3cc([C@@H](N)Cc4ccc(O)cc4)nn3)CC2)nc(N2CCN(C(=O)[C@H]([C@@H](C)CC)n3cc([C@@H](N)CC(C)C)nn3)CC2)n1	-7.1	x	2.4	-1.8	7.7	5.9	-2.7
CCN1C[C@@H]2[C@@H]3C(=O)N(Cc4ccccc4)C(=O)[C@@H]3[C@](C)(C1=O)N2C(=O)c1ccc(C(F)(F)F)cc1	-7.4	-3.9	0.7	5.7	12.8	-6.7	-1.8
O=C(c1cccc(F)c1)N1CCN(Cc2cccc(Br)c2)CC1	x	-3.2	-3.1	29.3	1.9	4.4	-0.3
CCOc1ccc2nc(N/C(N)=N/S(=O)(=O)c3ccc(C)cc3)nc(C)c2c1	-20.1	x	x	-12.0	-5.7	-39.5	-2.2
COc1ccccc1CCNC(=O)C(=O)NCC1OCCCN1S(=O)(=O)c1cc(C)ccc1C (configuration not stated)	12.3	0.9	-1.8	x	-4.9	x	1.6
Cc1ccc(-c2nnc(SCC(=O)Nc3cccnc3Cl)n2N)cc1	-11.3	-2.4	-3.2	-1.2	-2.9	-7.8	-0.2
O=C(C[C@H]1CC[C@H](NC(=O)Nc2ccc3c(c2)OCO3)[C@H](CO)O1)NCc1ccc(F)cc1	18.9	-0.3	-10.0	-3.8	-4.4	-5.9	-13.0
C[C@H](CO)N1C[C@H](C)[C@H](CN(C)S(=O)(=O)c2cn(C)cn2)Oc2ccc(NS(=O)(=O)c3cn(C)cn3)cc2C1=O	-4.8	x	x	-9.8	x	-5.2	x
CSc1nc2ccc(NC(=O)c3ccccn3)cc2s1	70.7*	x	5.6	-40.1	3.6	22.3	2.6
CN(C)CCCn1c(SCC(=O)Nc2nccs2)nnc1-c1ccncc1	0.9	-0.6	3.9	-12.6	1.5	-11.2	-0.8
CC(=O)c1c(NCCc2ccccc2)nc(=S)n(-c2ccccc2)c1C	71.5*	8.6	-0.1	-11.4	-2.6	29.6	-1.7
COC(=O)N/N=C/c1cc(N=Nc2ccccc2Cl)ccc1O	-13.2	0.9	-5.9	-80.9	5.1	-11.6	1.7
C[C@@H]1CN([C@H](C)CO)C(=O)Cc2cc(NS(=O)(=O)c3ccc(Cl)cc3)ccc2O[C@H]1CN(C)CC1CCCCC1	12.1	13.8	2.8	28.2	-3.1	19.6	3.3
CC(C)c1ccc(S(=O)(=O)N2CCN(C(C)C(=O)N3CCCC3)CC2)cc1 (configuration not stated)	-11.0	-3.8	-3.8	-8.9	-2.8	0.6	-4.5
O=C(c1cccc2ccccc12)C1CCCN(C(=O)CCN2CCCO2)C1 (configuration not stated)	x	3.3	-1.0	-2.0	5.8	-9.2	-2.2
Cc1cc(NC(=O)NC(=O)c2ccccc2NC(=O)CN)ccc1Oc1ncc(Br)cn1	x	-2.3	-4.4	28.6	4.4	27.9	-0.7
COc1cc2ccccc2cc1-c1nnc(COc2ccccc2)o1	-7.3	x	-5.1	-8.0	-10.6	0.7	-1.9
COc1ccc(S(=O)(=O)Nc2cccc3c2O[C@@H](CN(C)C)[C@H](C)CN([C@H](C)CO)C3=O)cc1	-1.4	0.7	-3.5	1.1	6.4	-1.8	-0.2
Cc1ccc(-c2cc(C(=O)Nc3ccc(S(=O)(=O)Nc4ncccn4)cc3)[nH]n2)c(O)c1C	-2.0	1.0	38.5	0.7	-5.1	-5.1	-6.1
C#CCOCCOCCOCCNc1nc(N2CCOCC2)nc(N2CCN(C(=O)[C@H](Cc3ccc(O)cc3)n3cc([C@@H](N)CC(C)C)nn3)CC2)n1	-4.3	x	-5.1	-9.0	20.4*	-7.4	-4.5
CCCN(CC(=O)Nc1ccccc1C)C(=O)c1ccc(C2SCCS2)cc1	-3.7	-0.6	1.0	15.0	6.2	-2.7	-4.1
C[C@@H]1CN([C@H](C)CO)S(=O)(=O)c2ccc(-c3ccccc3)cc2O[C@H]1CN(C)Cc1cccnc1	5.8	12.5	1.9	30.0	-3.8	15.6	-1.1
Cc1ccc(/C=C/C(=O)OCC(=O)Nc2cccnc2Cl)o1	4.9	x	-2.0	-5.4	-5.8	-1.5	2.9
CC(C)c1ccc(OCC(O)CNC(C)c2ccccc2)cc1 (configuration not stated)	4.7	-1.6	1.7	-5.2	1.1	-1.6	-2.0
C=C(C)Cn1c2ccc(NC(=O)NCc3ccccc3)cc2c(=O)n1C	38.4	x	x	2.4	-2.2	-9.6	2.3
Cc1ccn2nc(C(=O)OCC(=O)N(CC(C)C)C3CCS(=O)(=O)C3)nc2n1 (configuration not stated)	1.5	-3.9	-0.7	-10.6	-1.7	-0.3	1.3
COc1ccc(N(CC(=O)NCc2ccc(F)cc2)S(=O)(=O)c2c(C)n[nH]c2C)cc1	-3.4	-0.7	0.6	15.3	-6.7	2.4	-0.7
Fc1ccc(-c2nc3c(Cl)cc(C(F)(F)F)cn3c2Cc2ccsc2)cc1	-67.9	-3.3	x	-15.0	5.8	-39.7	-2.1
O=C(OCc1ccccc1)N1CCC2CC1c1cc(Cl)ccc12 (configuration not stated)	-14.6	3.3	-3.7	-18.2	-6.1	-20.8	3.3
CC(C)(C)c1ccc(C(=O)Nc2ccc(O)c3c(=O)cc(-c4ccccc4Cl)oc23)cc1	-2.2	x	-1.3	13.0	x	-2.8	x
Cc1ccc(S(=O)(=O)Nc2ccc3c(c2)CC(=O)N([C@H](C)CO)C[C@@H](C)[C@@H](CN(C)Cc2ccc4c(c2)OCO4)O3)cc1	0.7	6.3	8.6	-2.8	-4.8	-2.3	-0.6
Cc1noc(C)c1NC(=O)Nc1ccc2c(c1)C(=O)N([C@H](C)CO)C[C@H](C)[C@@H](CN(C)S(=O)(=O)c1cccs1)O2	4.9&10.6	11.3	-5.5	12.3	u	-1.2&6.0	-1.4
NS(=O)(=O)c1ccc(NC(=O)COC(=O)c2cc3ccccc3oc2=O)cc1	-11.4	-2.9	-11.9	11.5	9.6	-11.5	-1.9
N=c1c2c(n(Cc3ccc(F)cc3)c3c1CCC3)CCCC2	-8.4	5.0	-2.0	68.8*	9.7	27.7	0.1
O=C(OCn1nnc2ccccc2c1=O)C12CC3CC(CC(O)(C3)C1)C2	18.6	-1.4	14.4	20.8	1.1	-5.4	1.8
CCN1CCN(c2c(S(=O)(=O)c3ccc(C)c(C)c3)cnc3ccc(F)cc23)CC1	12.3	-0.5	x	6.4	-1.5	-9.6	-1.0
COc1ccc(CCNC(=O)C2CCCN(Cc3nc(-c4cccc(Cl)c4)oc3C)C2)cc1OC (configuration not stated)	-1.8	-1.5	5.4	x	x	x	-0.4
COc1ccc(CCNC(=O)c2cc(-c3ccncc3)nc3ccc(S(=O)(=O)N4CCOCC4)cc23)cc1OC	-5.1	-2.7	5.0	6.7	-3.3	4.7	5.7
CCCc1cc(=O)oc2cc(OCC(=O)Nc3ccc(S(N)(=O)=O)cc3)ccc12	-9.6	-1.6	-12.3	-7.6	0.5	x	-1.8
C=CCOC(=O)C1=C[C@H](c2coc3ccccc3c2=O)C[C@H](OCCCCO)O1	-6.0	-2.9&3.7	14.1&-2.0	0.9&5.4	3.1&-6.0	-0.5&-12.8	0.9&2.5
O=C(NCC(c1cccs1)N1CCOCC1)c1ccc(Cl)c(S(=O)(=O)N2CCOCC2)c1 (configuration not stated)	-14.0	-3.0	-3.9	10.6	-4.8	-0.1	5.5
CN1CCN(C(=O)C[C@H]2CC[C@@H]3[C@H](COC[C@@H](O)CN3C(=O)c3ccccc3F)O2)CC1	-18.2	3.3	-3.3	-11.7	10.6	-6.1	0.6
C[C@H](CO)N1C[C@H](C)[C@@H](CN(C)C(=O)Cc2ccccn2)Oc2ncc(C#CC3CC3)cc2C1=O	-0.3	-1.4	-4.8	x	-1.1	1.2	0.7
C[C@@H]1CCCCO[C@H](CN(C)Cc2ccc(C(=O)O)cc2)[C@@H](C)CN([C@H](C)CO)C(=O)c2cc(NC(=O)Nc3ccc(F)cc3)ccc2O1	11.2	2.5	-6.0	-8.8	u	-8.4	-1.1
CCCCC(=O)OCc1c(-c2ccccc2)ncc2ccccc12	x	-6.0	-4.5	25.1	-1.1	-1.7	0.6

Record cards, from the list above. Order of screens: LGR2 antag, SIRT5 block, ARNT TACC3 PPI, PAX8 inh HTS, DENV2 CPE rescue, EWS-Fli block, Casp6 inh
Profile of C[C@@H]1CCCCO[C@H](CN(C)Cc2ccc(C(=O)O)cc2)[C@@H](C)CN([C@H](C)CO)C(=O)c2cc(NC(=O)Nc3ccc(F)cc3)ccc2O1 = 11.2, 2.5, -6.0, -8.8, u, -8.4, -1.1
Profile of COc1ccc(CCNC(=O)c2cc(-c3ccncc3)nc3ccc(S(=O)(=O)N4CCOCC4)cc23)cc1OC = -5.1, -2.7, 5.0, 6.7, -3.3, 4.7, 5.7
Profile of O=C(NCC(c1cccs1)N1CCOCC1)c1ccc(Cl)c(S(=O)(=O)N2CCOCC2)c1 (configuration not stated) = -14.0, -3.0, -3.9, 10.6, -4.8, -0.1, 5.5
Profile of O=C(OCn1nnc2ccccc2c1=O)C12CC3CC(CC(O)(C3)C1)C2 = 18.6, -1.4, 14.4, 20.8, 1.1, -5.4, 1.8

Next compounds follow.
SMILES	LGR2 antag	SIRT5 block	ARNT TACC3 PPI	PAX8 inh HTS	DENV2 CPE rescue	EWS-Fli block	Casp6 inh
O=C(CN(Cc1ccc(F)cc1)C(=O)CCC(=O)Nc1nccs1)NCc1ccc(F)cc1	4.2	-2.5	-0.4	-4.5	4.9	-5.4	-2.4
O=C(NCCN1CCOCC1)[C@@]1(CCS(=O)(=O)c2ccccc2)COC(c2ccc(OCCCO)cc2)=N1	x	-30.5	-15.2	x	-6.5	0.9	-12.0
Cn1c(C=O)c(-c2ccc3c(c2)OCCO3)c2ccccc21	-13.0	x	-0.2	-6.8	-5.6	-4.4	x
O=C(N[C@@H]1CC[C@H](CCNS(=O)(=O)c2ccccc2)O[C@@H]1CO)c1cccc(F)c1	4.4	11.6	4.9	1.9	-2.8	-1.6	2.2
CCCS(=O)(=O)N1CCc2ccc(NC(=O)c3ccccc3Cl)cc2C1	-5.4	-0.3	4.3	-13.5	-1.1	-29.4	-0.7
CC(C)c1nc2cc(C(=O)N(C)Cc3ccc(F)cc3)ccc2o1	2.8	-4.4	2.4	x	6.8	-23.9	1.7
Cc1cccc(NC(=O)CSc2c3c(nc4ccccc24)CCC3)n1	18.5	x	x	6.3	x	9.8	-0.4
CCC(=O)Nc1ccc2c(c1)C(=O)N(C)C[C@@H](OC)[C@@H](C)CN(Cc1ccccc1C(=O)O)[C@H](C)CO2	-6.9	-1.4	x	4.1	-1.6	-9.4	1.9
O=C(Nc1ccccc1)N[C@@H]1CC[C@@H](CCn2cc(C3(O)CCCC3)nn2)O[C@@H]1CO	8.1	-2.4	-1.7	-2.3	-4.9	0.0	-0.7
CCCNC(=O)N1[C@H](CO)[C@H](c2ccc(C3=CCCCC3)cc2)[C@@H]1CNC(C)C	22.6	0.7	x	x	-6.2	-1.9	1.1
CSCCC(NC(=O)c1cc([N+](=O)[O-])cc([N+](=O)[O-])c1)c1nc2ccccc2[nH]1 (configuration not stated)	-5.8	x	-2.7	11.1	x	x	x
Cc1ccc(SCC(=O)NCc2ccncc2)cc1	10.2	-2.9	-10.8	11.2	4.6	19.4	1.2
CCN1C(=O)c2ccccc2S(=O)(=O)c2ccc(C(=O)NCCOC)cc21	1.3	-3.3	-7.8	-20.1	1.8	2.3	3.7
COCCCn1c(C(=O)NC2CCCCC2)cc2c(=O)n3cccc(C)c3nc21	-14.3	-4.0	x	17.5	-3.6	-0.7	1.3
CCOc1cc(CNC2CCCC2)c(Cl)cc1OCC(=O)Nc1ccccc1	24.6	0.9	1.5	-7.1	x	-4.2	-0.8
